hcGAS lum: inhibitors of human cGAS | Q8N884 | recombinant h-cGAS, ATP depletion, Kinase-Glo luminescence | inhibition, % at 12.5 µM | 0.081% of 290,000 active;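 further: 0% = vehicle reaction and 100% = reaction without DNA for no activity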
Target sequence (Q8N884 whole entry, looked up): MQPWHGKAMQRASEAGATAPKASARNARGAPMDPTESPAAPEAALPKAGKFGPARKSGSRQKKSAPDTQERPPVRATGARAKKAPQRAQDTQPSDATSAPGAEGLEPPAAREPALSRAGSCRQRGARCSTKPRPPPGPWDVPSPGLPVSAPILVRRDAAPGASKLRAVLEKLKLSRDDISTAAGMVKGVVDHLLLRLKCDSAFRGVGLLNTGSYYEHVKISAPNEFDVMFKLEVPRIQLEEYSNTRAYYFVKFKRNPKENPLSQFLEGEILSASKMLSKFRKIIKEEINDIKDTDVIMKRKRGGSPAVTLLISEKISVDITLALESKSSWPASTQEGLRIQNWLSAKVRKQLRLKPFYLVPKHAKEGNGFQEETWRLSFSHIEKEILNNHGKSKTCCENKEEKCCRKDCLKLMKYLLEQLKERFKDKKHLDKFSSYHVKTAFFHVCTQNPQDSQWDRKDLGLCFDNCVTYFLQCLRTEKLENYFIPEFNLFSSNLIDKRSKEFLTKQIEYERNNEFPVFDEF
mcGAS inh: mouse cGAS inhibition by luminescence; recombinant cGAS, Kinase-Glo ATP depletion luminescence; inhibition, % at 12.5 µM; 0.15% of 160,000 active;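 further: 0% = negative control wells and 100% = reference inhibitor with no enzyme activity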
NPYLR7 ag: activates Aedes aegypti NPYLR7 receptor; 0.15% of 270,000 active; HEK293T NPYLR7/Galpha15, GCaMP6s calcium fluorescence; activation, % at 10 µM; in the data active means activation above about 40%;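 further: 0% = vehicle and 100% = reference agonist at the receptor; some compounds past the cut are filed as inactive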
* = called active by the depositor; · = no result given; & = joins results of further samples. Unless noted, no stated cut-off is given here; in the data, active means inhibition above about 40%; inactive means the rest. An excerpt; count on the stated rates, not on these rows.

SMILES	hcGAS lum	mcGAS inh	NPYLR7 ag
CCCc1nn(Cc2ccccc2)c(C)c1C(=O)O	-4	-5	11
CN(CC(=O)c1cccc(Br)c1)C1CCCCC1	-3	·	-3
CC(=O)OC1(c2ccccc2)CC(C)CN(C(C)(C)C)C1 (configuration not stated)	-1	·	-6
CCC#CCN1CCN(CC)[C@@H]2CS(=O)(=O)C[C@@H]21	6	2	·
CNc1nc(-c2cccc3c2CCNC3)nc2c1CCC2	-4	-7	2
N[C@@H](CCl)C(=O)O	-1	-3	3
Cc1sc2nc(CCN)nc(N3C[C@H]4C[C@@H](C3)c3cccc(=O)n3C4)c2c1C	0	·	10
C[N+]1(C)C2CCC1CC(OC(=O)C(CO)c1ccccc1)C2 (configuration not stated)	-1&-1&-1	-4&-3	6&7
Cn1nc(C(=O)Nc2cnc3n2CCCC3)c2ccccc21	-1	-7	-7
COC(=O)Nc1cc(N=C(N)N[N+](=O)[O-])ccc1C	-7	·	10
O=C(c1cccc2cnccc12)N1CCC2(CC1)NCCNC2=O	-5	-17	8
CCC(=O)c1ccc(OCC(=O)N2CCCN3CCC[C@H]3C2)cc1	0	·	-12
CCc1nc(C)cc(NCCC23CCCN2CCC3)n1	1	·	17
O=C(Cc1cccs1)N1CCN(CC(OCc2c(F)cccc2F)c2ccc(Cl)cc2)CC1 (configuration not stated)	-3	1	-6
NCCc1cc(O)c(O)cc1O	-3&-9	·	-4
O=C1CCC2(CC1)CN(Cc1ccncc1)CCc1ccccc12	-4	·	17
O=C1NCCN2CCN(Cc3ccc4cc(Cl)ccc4n3)CC12 (configuration not stated)	-5	·	0
CCOP(=S)(OCC)SCn1c(=O)oc2cc(Cl)ccc21	3	·	-12
O=C(c1cnc(-c2ccncc2)nc1)N1CCCC2(CCNC2)C1 (configuration not stated)	-6	-14	·
C#Cc1ccc(CN(C)C(C)Cc2cc(C)ccn2)cc1 (configuration not stated)	-10	·	21
CCOC(=O)CC(SP(=S)(OC)OC)C(=O)OCC (configuration not stated)	1	·	-6
C=CCNC(=O)N1CCOC(CN2CCCN(C(=O)COc3ccccc3)CC2)C1 (configuration not stated)	3	·	6
O=C(NC1CCC1)c1nn(Cc2ccc(OCc3ccccc3)cc2)c2ccccc12	-6	-4	14
O=c1c2c3c(sc2ncn1CCc1cnc[nH]1)CNCC3	3	3	-3
c1cncc(C2CCCCN2)c1 (configuration not stated)	-2	·	-2

21 neighbouring compounds out of the list so far:
SMILES	hcGAS lum	mcGAS inh	NPYLR7 ag
CCCc1nn(Cc2ccccc2)c(C)c1C(=O)O	-4	-5	11
CN(CC(=O)c1cccc(Br)c1)C1CCCCC1	-3	·	-3
CC(=O)OC1(c2ccccc2)CC(C)CN(C(C)(C)C)C1 (configuration not stated)	-1	·	-6
CCC#CCN1CCN(CC)[C@@H]2CS(=O)(=O)C[C@@H]21	6	2	·
CNc1nc(-c2cccc3c2CCNC3)nc2c1CCC2	-4	-7	2
N[C@@H](CCl)C(=O)O	-1	-3	3
Cc1sc2nc(CCN)nc(N3C[C@H]4C[C@@H](C3)c3cccc(=O)n3C4)c2c1C	0	·	10
C[N+]1(C)C2CCC1CC(OC(=O)C(CO)c1ccccc1)C2 (configuration not stated)	-1&-1&-1	-4&-3	6&7
Cn1nc(C(=O)Nc2cnc3n2CCCC3)c2ccccc21	-1	-7	-7
COC(=O)Nc1cc(N=C(N)N[N+](=O)[O-])ccc1C	-7	·	10
O=C(c1cccc2cnccc12)N1CCC2(CC1)NCCNC2=O	-5	-17	8
CCC(=O)c1ccc(OCC(=O)N2CCCN3CCC[C@H]3C2)cc1	0	·	-12
CCc1nc(C)cc(NCCC23CCCN2CCC3)n1	1	·	17
O=C(Cc1cccs1)N1CCN(CC(OCc2c(F)cccc2F)c2ccc(Cl)cc2)CC1 (configuration not stated)	-3	1	-6
NCCc1cc(O)c(O)cc1O	-3&-9	·	-4
O=C1CCC2(CC1)CN(Cc1ccncc1)CCc1ccccc12	-4	·	17
O=C1NCCN2CCN(Cc3ccc4cc(Cl)ccc4n3)CC12 (configuration not stated)	-5	·	0
CCOP(=S)(OCC)SCn1c(=O)oc2cc(Cl)ccc21	3	·	-12
O=C(c1cnc(-c2ccncc2)nc1)N1CCCC2(CCNC2)C1 (configuration not stated)	-6	-14	·
C#Cc1ccc(CN(C)C(C)Cc2cc(C)ccn2)cc1 (configuration not stated)	-10	·	21
CCOC(=O)CC(SP(=S)(OC)OC)C(=O)OCC (configuration not stated)	1	·	-6

Another view of 2 compounds above.
The line under a structure holds: hcGAS lum	mcGAS inh	NPYLR7 ag
> O=C(Cc1cccs1)N1CCN(CC(OCc2c(F)cccc2F)c2ccc(Cl)cc2)CC1 (configuration not stated)
 : -3	1	-6
> NCCc1cc(O)c(O)cc1O
 : -3&-9	·	-4

Continuation.
SMILES	hcGAS lum	mcGAS inh	NPYLR7 ag
CN(C)C(=NP(=S)(c1ccccc1)c1ccccc1)N(C)C	-9	-5	-1
COCCC1CN(Cc2c[nH]c3ccc(C)cc23)CCO1 (configuration not stated)	-4	·	2
O=C(c1ccc(F)cc1)N1C[C@@H]2C[C@H](C1)c1ccc(-c3cncnc3)c(=O)n1C2	1	1	-13
C=CCOc1ccc(C=C2C(=O)N(C)C(=O)N(C)C2=O)cc1OCC	-3	-4	12
Cc1nc(-c2ccc(NC3CN4CCC3CC4)cc2)co1 (configuration not stated)	-5	·	8
CNC(=O)Oc1c(Br)cc2sc(=O)oc2c1Br	-4	98*	5
O=[N+]([O-])c1cc(S(=O)(=O)N2CCN(CCOC(c3ccccc3)c3cccc(C(F)(F)F)c3)CC2)ccc1Cl (configuration not stated)	-8	-9	-3
CCCCNCC(O)c1ccc(O)cc1 (configuration not stated)	2	·	-12
Cc1cccc2c(CCNC(C)CN3CCOCC3)c[nH]c12 (configuration not stated)	-2	·	1
C#CCN1C(=O)[C@]2(C)[C@H](c3ccccc31)[C@@H](C(=O)O)CN2C(=O)c1ccc2c(c1)OCO2	-1	-8	6
Cn1cnc(CCN)c1	-7	-4	6
O=[N+]([O-])NC1=NC(OCc2ccccc2)C(OCc2ccccc2)N1 (configuration not stated)	-7	·	-12
ClCc1nc2ccccc2[nH]1	1	-1	-4
COc1ccc(CC(=O)N2CCN(CC(OCc3cccc(OC)c3)c3ccc(Cl)cc3)CC2)cc1 (configuration not stated)	-3	-5	-4
CCN(CC)c1onc(-c2ccccc2)c1CN(CCN1CCOCC1)C(=O)Cc1ccccc1	-4	-4	14
COc1ccc(-n2nc(-c3ccccc3)c3c2N(CC(=O)N2CCCC2)C(=O)CSC3c2cccc(F)c2)cc1 (configuration not stated)	0	-2	·
Cc1nn(CC(C)C)c(C)c1CC(=O)Nc1ccc(C#N)c(Cl)c1	-18	·	9
c1ccc(CN2CC3CCCC(C2)N3)cc1	-6	·	-4
Cc1ccccc1-c1ccc2n(c1=O)C[C@H]1C[C@@H]2CN(C(=O)CCC(=O)O)C1	-3	-5	-10
NC(=S)N/N=C\c1coc2ccccc2c1=O	8	·	-7

Screening data: PubChem, Fisher Drug Discovery Resource Center
